Screens from PubChem.
p53ts 32C tox: qHTS Screen for Compounds that Selectively Target Cancer Cells with p53 Mutations: Cytotoxicity of p53ts Cells at the Permissive Temperature. H1299-p53A138V at 32C, ATP luminescence viability, 24 h. Potency, µM (highest dose often 46.1 µM), for inactives: at the highest dose activity change, negative = cytotoxicity, most hits filed as cytotoxic. 130,000 compounds, 0.93% hits. AID 924, 2007;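 further: 0% = DMSO and -100% = full killing by reference compound; nearly all actives have a fitted effect of over 55% in size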
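Viability by ATPlite luminescence after 24 h compound treatment (up to 46 uM) at the permissive 32C. Cells are H1299 carrying p53 A138V. Scale runs from DMSO basal to 100 uM tamoxifen as full kill; AC50 from Hill fits.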
p53ts 39C kill: qHTS Screen for Compounds that Selectively Target Cancer Cells with p53 Mutations: Cytotoxicity of p53ts Cells at the Nonpermissive Temperature; AID 902, 2007; Potency, µM (series often up to 46.1 µM), without a hit: top-dose activity change, negative = cell killing, actives largely listed as cytotoxic; H1299-p53A138V viability at 39C, ATP luminescence, 24 h; 130,000 compounds, 1.5% hits; further: nearly all actives have a fitted effect of over 55% in size
Imprint erasure: qHTS Assay for Compounds that Induce Erasure of Genomic Imprints; mouse ES Peg3-LacZ reporter, beta-gal luminescence, 40 h; 110,000 compounds, 0.02% hits; Potency, µM (highest dose often 60.7 µM), for the others: at the top dose activity change, positive = activation, most hits filed as activators;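 further: 0% = negative control wells on the plate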
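Readout: BetaGlo luminescence (5 min, room temp) for LacZ from the normally silent maternal Peg3 allele in female Peg3LacZ-Neo ES cells. Cells 300/well, 40 h, 37C, 5% CO2. Data normalized per plate to negative controls.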
IkB signaling: IkB Signaling; ABC-DLBCL IkBa-CBG/CBR dual luciferase ratio, 4 h; response scale: scaled: untreated 0%, proteasome inhibitor 100%; Potency, µM (titrated, usually from 57.1 µM), without a hit: top-dose IkBa stabilization activation; 110,000 compounds, 0.04% hits; active means well fitted curve in the direction sought with a large enough effect in the signal ratio, not every such curve was filed as active; inconclusive means small, poorly fitted or top-dose-only effect, or a change in a side signal; the % refers to the signal ratio;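 further: the direction sought is a rising ratio; 0% = basal untreated cells and 100% = reference inhibitor full response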
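In this assay, an IκBα–CBG68 fusion accumulates when IKK-driven degradation is blocked; native CBR normalizes for cell number. OCI-Ly3 cells were treated 4 h with compound and doxycycline, then green and red light read after Chroma-Glo addition.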
Starred values were filed as active, the others as inactive; u = inconclusive; x = no result given; [ ] = another dose, or the depositor's remark. Unless noted, the call rests on the fitted dose curve; in most records, active means well fitted curve in the direction sought with a large enough effect; inconclusive means small, poorly fitted or top-dose-only effect, or another doubt; inactive means no such curve, though single readings can be large; an effect the other way counts as inactive or inconclusive. Unless noted, on the % scale 0 is the no-effect control and ±100 the full control effect; potency means the concentration at half of the fitted maximal effect. Not a hit list. About 1.7% of those tested had a hit in this group.

| entry | Compound | p53ts 32C tox | p53ts 39C kill | Imprint erasure | IkB signaling |
| --- | --- | --- | --- | --- | --- |
| 1 | CN1CCN(c2ncc3nc(-c4ccccc4)c(=O)n(C4CC4)c3n2)CC1 | -20% | -3% | -6% | -4.1%[11.4 µM] |
| 2 | CCOC(=O)CN1Cc2cccc(C(=O)O)c2C1=O | 12% | 4% | -3% | 1.3% |
| 3 | Cn1c(=O)c(-c2cccs2)nc2cnc(OCc3ccccc3)nc21 | 13% | 7% | 1% | 0.3%[11.4 µM] |
| 4 | Fc1ccc(N2CCN(c3ncnc4c3nc3n4CCCC3)CC2)cc1 | -1% | -10% | -14%[10.9 µM] | u |
| 5 | COC(=O)c1ccccc1NC(=O)CSc1nnc(-c2cccnc2)n1C | 0% | 6% | x | x |
| 6 | CCOc1ccc(N(Cc2cc3cc(OC)ccc3[nH]c2=O)S(C)(=O)=O)cc1 | 10% | 4% | -16% | 1.7% |
| 7 | COc1c(C)c2c(c(O)c1C/C=C(\C)CCC(=O)O)C(=O)OC2 | -22% | -16% | -22% | 0.2% |
| 8 | CCCCN(C)CCNC(=O)c1ccc2c(c1)NC(=O)CN2 | -5% | u | 11%[10.9 µM] | 0.5% |
| 9 | CCN(CC(=O)NC)S(=O)(=O)c1ccc(C)cc1 | 1% | 9% | 10% | -2.3% |
| 10 | CS(=O)(=O)N(CC(=O)NC1CCCC1)c1cccc(F)c1 | 2% | 6% | -5% | 0.0% |
| 11 | Cn1cnnc1SCc1ccc(C(=O)O)cc1 | -7% | 4% | -37%[inhibitor] | 3.5% |
| 12 | c1nc(NCCc2cnc[nH]2)c2[nH]cnc2n1 | 13%[9.22 µM] | 1%[9.22 µM] | 1%[10.9 µM] | 0.4%[11.4 µM] |
| 13 | COc1ccccc1-c1cc(-n2ccnc2)ncn1 | 12% | -3% | -12% | -1.2%[11.4 µM] |
| 14 | Cc1cc(NS(=O)(=O)c2ccc(NC(=O)c3ccco3)cc2)no1 | -1% | 11% | x | -1.8% |
| 15 | O=C(CSc1nnc(-c2ccc(S(=O)(=O)N3CCCC3)cc2)o1)NCc1ccco1 | -2% | -2% | -7% | -0.6% |
| 16 | CC(=O)c1ccccc1OCC(O)Cn1c(CO)nc2ccccc21 (configuration not stated) | u | u | 22%[10.9 µM] | 0.9% |
| 17 | Cc1nn2c(=O)cc(COC(=O)c3cccc(NC(=O)COc4ccccc4C)c3)nc2s1 | -17% | -18% | 13%[10.9 µM] | u |
| 18 | N#Cc1nc(Cc2ccccc2)oc1NCCCn1ccnc1 | -3% | 12% | -13% | -1.1% |
| 19 | CC1Cc2ccccc2N1C(=O)CSc1nnnn1-c1ccc2c(c1)OCCO2 (configuration not stated) | 1% | -7% | -8% | 2.4% |
| 20 | CC1=C(C(=O)Nc2ccccc2)C(c2ccncc2)n2nc(SCc3ccccc3Cl)nc2N1 (configuration not stated) | -5% | -11% | -5%[10.9 µM] | 0.9% |
| 21 | O=C(NCC1CCCO1)c1sc2cc(Cl)ccc2c1Cl (configuration not stated) | u | 0% | x | x |
| 22 | CCCCN(CC)C(=O)CCCn1c(=O)c2cccn2c2ccccc21 | 7% | 18% | 10%[10.9 µM] | u |
| 23 | O=C(Nc1ccc(Cl)cc1C(F)(F)F)c1cc(S(=O)(=O)N2CCOCC2)ccc1F | -8% | u | -10%[10.9 µM] | u |
| 24 | CCOC(=O)c1ccc(NC(=O)C2C3CCC(C3)C2C(=O)O)cc1 (configuration not stated) | -12% | -15% | 3% | -1.1% |
| 25 | c1csc(-c2nc3ccccn3c2Nc2ccc3c(c2)OCCO3)c1 | -1% | -6% | -11%[10.9 µM] | u |

A different layout for part of the listing above:
12	c1nc(NCCc2cnc[nH]2)c2[nH]cnc2n1
13	COc1ccccc1-c1cc(-n2ccnc2)ncn1
14	Cc1cc(NS(=O)(=O)c2ccc(NC(=O)c3ccco3)cc2)no1
15	O=C(CSc1nnc(-c2ccc(S(=O)(=O)N3CCCC3)cc2)o1)NCc1ccco1
16	CC(=O)c1ccccc1OCC(O)Cn1c(CO)nc2ccccc21 (configuration not stated)
17	Cc1nn2c(=O)cc(COC(=O)c3cccc(NC(=O)COc4ccccc4C)c3)nc2s1
18	N#Cc1nc(Cc2ccccc2)oc1NCCCn1ccnc1
19	CC1Cc2ccccc2N1C(=O)CSc1nnnn1-c1ccc2c(c1)OCCO2 (configuration not stated)
20	CC1=C(C(=O)Nc2ccccc2)C(c2ccncc2)n2nc(SCc3ccccc3Cl)nc2N1 (configuration not stated)
21	O=C(NCC1CCCO1)c1sc2cc(Cl)ccc2c1Cl (configuration not stated)

assay / entry	12	13	14	15	16	17	18	19	20	21
p53ts 32C tox	13%[9.22 µM]	12%	-1%	-2%	u	-17%	-3%	1%	-5%	u
p53ts 39C kill	1%[9.22 µM]	-3%	11%	-2%	u	-18%	12%	-7%	-11%	0%
Imprint erasure	1%[10.9 µM]	-12%	x	-7%	22%[10.9 µM]	13%[10.9 µM]	-13%	-8%	-5%[10.9 µM]	x
IkB signaling	0.4%[11.4 µM]	-1.2%[11.4 µM]	-1.8%	-0.6%	0.9%	u	-1.1%	2.4%	0.9%	x

22	CCCCN(CC)C(=O)CCCn1c(=O)c2cccn2c2ccccc21
23	O=C(Nc1ccc(Cl)cc1C(F)(F)F)c1cc(S(=O)(=O)N2CCOCC2)ccc1F
24	CCOC(=O)c1ccc(NC(=O)C2C3CCC(C3)C2C(=O)O)cc1 (configuration not stated)
25	c1csc(-c2nc3ccccn3c2Nc2ccc3c(c2)OCCO3)c1

assay / entry	22	23	24	25
p53ts 32C tox	7%	-8%	-12%	-1%
p53ts 39C kill	18%	u	-15%	-6%
Imprint erasure	10%[10.9 µM]	-10%[10.9 µM]	3%	-11%[10.9 µM]
IkB signaling	u	u	-1.1%	u

Other entries
| entry | Compound | p53ts 32C tox | p53ts 39C kill | Imprint erasure | IkB signaling |
| --- | --- | --- | --- | --- | --- |
| 26 | COCCOC(=O)c1[nH]c2c(c1C)C(=O)C(C(=O)OC)C(C)C2 (configuration not stated) | 16µM* | 10µM* | -34%[inhibitor] | -0.6% |
| 27 | CCc1nc(N2CCCCC2)c2oc3ccccc3c2n1 | 6% | 0% | -15% | 2.8% |
| 28 | Clc1ccc(OCc2nc(-c3ccccn3)n[nH]2)cc1 | u | u | -25% | u |
| 29 | COc1ccc(CCn2nnnc2C(c2ccccc2)N2CCN(C)CC2)cc1OC (configuration not stated) | -5% | 10% | 5% | 0.3% |
| 30 | CCCCOc1ccc(C2(C(=O)O)CCCC2)cc1 | -6% | -2% | -28% | 1.1% |
| 31 | c1ccc(SCc2nc(-c3ccncc3)no2)cc1 | -1% | -4% | -22% | 1.5% |
| 32 | CCn1cc(C(=O)N2CCN(c3ccccc3OC)CC2)c2cc(OC)c(OC)cc2c1=O | 12% | -15% | -4%[10.9 µM] | -2.0% |
| 33 | COc1ccccc1NC(=O)N1CCC(C(=O)c2ccc(F)cc2)CC1 | -1% | -4% | -53%[inhibitor] | 1.1% |
| 34 | CN1C(=O)OC(C)(C)C1=O | -2%[20.6 µM] | 2%[20.6 µM] | -15%[16.8 µM] | 1.4%[25.6 µM] |
| 35 | COc1ccc(-c2csc(NC(C)=O)n2)cc1OC | 3% | -10% | -18% | u |
| 36 | Cc1nnc(SCC(=O)Nc2ccc3c4c(cccc24)CC3)n1C | 3% | 3% | -10% | 2.1% |
| 37 | Cc1ccc(C)c(N2CCN(S(=O)(=O)c3cc(Br)cc4c3N(C(=O)C3CC3)CC4)CC2)c1 | 6% | 21% | -2%[10.9 µM] | 2.5% |
| 38 | COc1ccc(C2(C(=O)Nc3c(C)n(C)n(-c4ccccc4)c3=O)CCCC2)cc1OC | 0% | 10% | 3% | -1.1% |
| 39 | Cc1cc(C(=O)N2CCN(Cc3ccc4c(c3)OCO4)CC2)cs1 | 8% | 5% | x | x |
| 40 | Cc1n[nH]c(C)c1C(=O)CC1(O)C(=O)N(CCc2ccccc2)c2ccc(Cl)cc21 (configuration not stated) | 7% | 11% | -7% | 0.8% |
| 41 | CC(=O)OCC1OC(C#Cc2ccc(Br)cc2)C=CC1OC(C)=O (configuration not stated) | 1%[9.22 µM] | 1%[9.22 µM] | x | x |
| 42 | COc1ccc(N2CCN(c3oc(/C=C/c4ccccc4OC)nc3C#N)CC2)cc1 | 2% | -6% | -12%[10.9 µM] | -2.5% |
| 43 | C=Cc1ccc(CSc2nc(-c3ccccc3C)nc3c2Cc2c(CO)cnc(C)c2O3)cc1 | 5% | -7% | -7%[10.9 µM] | -1.7% |
| 44 | Cc1cc(C)c2c(n1)sc1c(N3CCN(CCO)CC3)ncnc12 | 0% | 13% | -2% | 1.5% |
| 45 | O=C1CCc2cc(S(=O)(=O)N3CCN(C(=O)c4ccco4)CC3)ccc2N1 | -5% | -8% | -5% | 0.5% |
| 46 | Cc1ccc2c(CC(=O)Nc3c(C(=O)c4ccc(C)c(F)c4)oc4ccccc34)coc2c1 | -5% | 17% | -7%[10.9 µM] | -2.3% |
| 47 | CCOC(=O)C1CCCN(S(=O)(=O)c2cn(C)c(=O)n(C)c2=O)C1 (configuration not stated) | 8% | 30%[activator] | -10% | 1.9% |
| 48 | Cc1c(=O)n(OCc2ccccc2F)c2ccccc2[n+]1[O-] | -11% | -6% | -17% | -3.4% |
| 49 | Cc1ccc(S(=O)(=O)Cn2nnnc2CN2CCOCC2)cc1 | 7% | 5% | 24% | 0.5% |
| 50 | CN1CCN(S(=O)(=O)c2ccc(NC(=O)C3CCCCC3)cc2)CC1 | -8% | -7% | -19% | 0.1% |
| 51 | Cc1ccc(NC(=O)CN2C(=O)C(c3ccccc3)=NC2(C)C)cc1C | 11% | -18% | 6%[10.9 µM] | -0.9% |
| 52 | O=C(CCS(=O)(=O)c1cc(Br)cc2c1N(C(=O)C1CC1)CC2)Nc1ccc(C(F)(F)F)cc1 | -6% | 3% | -2%[10.9 µM] | 2.8% |
| 53 | CC(C)CC(=O)Nc1nnc(S(=O)(=O)N2CCCCCC2)s1 | 5% | -9% | -4%[10.9 µM] | -4.1% |
| 54 | CCNc1ccc(C(=O)OCC(=O)N(Cc2ccccc2)C(C)(C)C)cc1[N+](=O)[O-] | 17% | 14% | x | x |
| 55 | COCCn1c(SCC(=O)c2ccc(F)cc2)nnc1C(C)C | 4% | -1% | -3% | 2.0% |
| 56 | Cc1csc(NC(=O)c2ccccc2C(=O)O)n1 | -2% | -17% | -79%[inhibitor] | 0.9% |
| 57 | O=C(O)[C@H](Cc1ccccc1)N1C(=O)c2ccncc2C1=O | 2% | 6% | -13% | 0.1% |
| 58 | COc1ccccc1Nc1nc(N)nc(CSc2nc(C)cc(C)n2)n1 | 1% | -7% | -1% | 1.4% |
| 59 | COc1ccc(NC(=O)N2CCCn3nc(C)cc32)cc1OC | -2% | -9% | 15%[10.9 µM] | 1.0% |
| 60 | COc1ccc(-c2nc3c4ccccc4n(CC(=O)Nc4ccc(C(C)C)cc4)c(=O)n3n2)cc1 | -4% | 9% | -7%[10.9 µM] | -2.3% |
| 61 | OC(CCN1CCCCC1)(c1ccccc1)c1ccccc1 | -8%[9.22 µM] | -3%[9.22 µM] | -12%[10.9 µM] | -0.4%[11.4 µM] |
| 62 | CCOc1ccc(NC(=O)N(CCN2CCOCC2)Cc2ccc3c(c2)CCCN3CC)cc1 | u | -2% | -5% | u |
| 63 | Cc1ccc(NC2=NC(c3ccccc3)n3c(nc(C)cc3=O)N2)cc1 (configuration not stated) | 1% | 3% | 9% | 0.8% |
| 64 | c1ccc(CCNc2ncnc3nc[nH]c23)cc1 | 20% | 0% | -28% | 1.5% |
| 65 | Cc1ccc(N(CC(=O)NCc2ccc3c(c2)OCO3)S(C)(=O)=O)cc1 | -2% | 5% | x | -2.8% |
| 66 | CO[C@H]1COC(=O)[C@H](C)NC(=O)C/C=C\[C@@H](C)[C@@H](NS(=O)(=O)c2ccc(C)cc2)COC(=O)C/C=C\[C@@H]1C | -2%[9.22 µM] | 2%[9.22 µM] | x | x |
| 67 | COCCn1c(SCC(=O)Nc2nc(C)c(Cl)cc2Cl)nc2ccccc21 | -2% | -10% | -20% | 0.4% |
| 68 | CC1CCC(NC(=O)CC2Oc3ccccc3NC2=O)CC1 (configuration not stated) | 2% | 3% | -9% | u |
